Screening data: PubChem BioAssay, several laboratories
NSD2 HMT inh – NSD2 histone methyltransferase inhibitors, primary screen, biochemical, AlphaScreen, single concentration, set 2 | Histone-lysine N-methyltransferase NSD2 (Homo sapiens), O96028 | NSD2 peptide methylation, 120 min | inhibition, % at 12.5 µM | actives 0.54% (n = 310,000) | AID 743445, 2014; in the data active = inhibition above about 50%
PfHsp90 set2 – growth inhibition of PfHsp90-expressing yeast, primary screen, antimalarial PfHsp90 inhibitor project, S. cerevisiae, BacTiter-Glo luminescence, single point, set 2; BacTiter-Glo ATP, 48 h; yeast lacking PDR1 and PDR3 efflux regulators; inhibition, % at 9.4 µM; actives 0.32% (n = 310,000); AID 504621, 2011;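 active = every replicate shows inhibition above about 80%, whatever the replicate mean, limit read from the data; inconclusive = mean inhibition reaches the set limit but some replicate falls short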;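 also: 0% = DMSO neutral controls and 100% = 20 µM radicicol positive controls; yeast relying on Plasmodium falciparum Hsp90 in place of its own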
dFosB activator – activators of delta FosB homodimer, primary screen, biochemical, fluorescence polarization, TAMRA-CDK5 oligo, single point | purified delta FosB; percent of positive-control signal above neutral wells | actives 0.99% (n = 340,000) | AID 493131, 2011 | activation, % at 25 µM | Protein FosB (Mus musculus), P13346;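 active = mean activation above about 17%, with every replicate also reaching it, limit read from the data, passing the limit was not always enough; inconclusive = only one of the two conditions met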;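 also: fluorescence polarization rise as delta FosB binds a TAMRA Cdk5 AP-1 oligo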
CDK5 inh – inhibitors of human CDK5/p35 kinase, primary screen, biochemical, single concentration | inhibition, % at 10 µM | actives 0.01% (n = 330,000) | Recombinant CDK5/p35, ADP-Glo luminescence, 60 min | AID 488839, 2010 | Cyclin-dependent kinase 5 (Homo sapiens) + Cyclin-dependent kinase 5 activator 1 (Homo …;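 active = highest replicate inhibition of at least 50% and at least 75% of replicates reaching 50%; inconclusive = only one of the two criteria met; inactive = both criteria failed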;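 also: plate controls were DMSO neutral control for no effect and GW8510 at 10 µM for full effect; many of its hits are not listed in these tables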
Rtt109 Vps75 – inhibitors of C. albicans Rtt109/Vps75 HAT, primary screen, biochemical, ThioGlo CoA-SH fluorescence, plate reader; actives 0.16% (n = 330,000); AID 540336, 2011; inhibition, % at 34.9 µM; purified Rtt109/Vps75, 4 h; Histone acetyltransferase RTT109 (Candida albicans (strain SC5314 / ATCC MYA-2876)), …;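 active = inhibition of at least 50% in every replicate; inconclusive = best replicate reaches 50% inhibition but some replicates fall short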
Target sequence (Q5AAJ8 whole entry, looked up): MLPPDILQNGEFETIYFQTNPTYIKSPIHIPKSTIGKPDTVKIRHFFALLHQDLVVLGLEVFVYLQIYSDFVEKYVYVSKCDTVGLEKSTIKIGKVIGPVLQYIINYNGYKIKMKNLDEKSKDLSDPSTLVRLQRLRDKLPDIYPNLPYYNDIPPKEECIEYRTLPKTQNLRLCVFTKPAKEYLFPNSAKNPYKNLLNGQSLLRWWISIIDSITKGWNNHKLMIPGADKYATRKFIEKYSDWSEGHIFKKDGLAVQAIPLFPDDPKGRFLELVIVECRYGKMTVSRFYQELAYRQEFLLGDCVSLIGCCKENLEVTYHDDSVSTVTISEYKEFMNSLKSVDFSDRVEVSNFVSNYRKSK
Mot1-301 SUMO – yeast Mot1-301 growth rescue at high temperature, primary screen, SUMOylation pathway inhibitor project, S. cerevisiae, ATP luminescence, 38.5C | S. cerevisiae Mot1-301 growth rescue; percent above DMSO median, 100 means doubled | growth rescue, % at 18.8 µM | actives 1% (n = 320,000) | AID 2716, 2010;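 active = every valid replicate shows activation above 250% relative to neutral control wells; inactive = the rest, any valid replicate at or below 250%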;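 also: OY570 slx delta 5 strain wells were the positive control but not used for scaling; some compounds called inactive have numbers as strong as hits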
RTF Ca sens inh – cardiac RTF calcium sensitivity inhibitors, primary screen, biochemical, IANBD-TnC fluorescence, EC70 calcium. actives 0.12% (n = 340,000). Troponin I, cardiac muscle (Homo sapiens) + Troponin T, cardiac muscle (Homo sapiens) + …. IANBD-labeled cardiac RTF, Ca2+ fluorescence. inhibition, % at 7.15 µM;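 active = inhibition above the mean inhibition of all tested compounds plus 3 SD, cut at about 17% in these data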;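 also: assay run at fixed EC70 calcium of 1.6 mM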
RTF Ca sens act – cardiac RTF calcium sensitivity activators, primary screen, biochemical, IANBD-TnC fluorescence, EC20 calcium; Troponin I, cardiac muscle (Homo sapiens) + Troponin T, cardiac muscle (Homo sapiens) + …; activation, % at 7.2 µM; IANBD-labeled TnC RTF fluorescence at EC20 calcium; 0% EC20 calcium, 100% full calcium; actives 0.24% (n = 340,000); AID 493008, 2010;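 active = activation above the mean over all tested compounds plus 3 SD, cut at about 30% in these data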;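 also: rise in fluorescence read as greater calcium sensitivity of cardiac thin filaments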
PvdQ acylase – P. aeruginosa PvdQ acylase inhibitors, primary screen, biochemical, fluorescence, plate reader and imaging, single point | inhibition, % at 10 µM | AID 488965, 2010 | PvdQ acylase [Pseudomonas aeruginosa LESB58] | actives 0.063% (n = 340,000) | purified PvdQ acylase; in the data active = inhibition above about 30%, passing the limit was not always enough; inconclusive = no clear call, values can overlap the other calls;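 also: 0% = vehicle neutral wells and 100% = reference inhibitor wells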
Keap1-Nrf2 PPI – Keap1-Nrf2 protein-protein interaction inhibitors, primary screen, biochemical, fluorescence polarization, single point; Kelch-like ECH-associated protein 1 (Homo sapiens), Q14145; Keap1 Kelch-Nrf2 peptide fluorescence polarization, 1536-well; inhibition, % at 9.4 µM; actives 0.15% (n = 340,000); in the data active = inhibition above about 12%; inconclusive = no clear call, values can overlap the other calls; inactive = below about 7.3%;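 also: human Keap1 Kelch domain with fluorescein labeled Nrf2 9mer peptide probe; 0% = neutral control wells and 100% = peptide positive control; higher means more block of Keap1 binding to Nrf2 peptide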
Target sequence (Q14145 whole entry, looked up, the tested form may be a part): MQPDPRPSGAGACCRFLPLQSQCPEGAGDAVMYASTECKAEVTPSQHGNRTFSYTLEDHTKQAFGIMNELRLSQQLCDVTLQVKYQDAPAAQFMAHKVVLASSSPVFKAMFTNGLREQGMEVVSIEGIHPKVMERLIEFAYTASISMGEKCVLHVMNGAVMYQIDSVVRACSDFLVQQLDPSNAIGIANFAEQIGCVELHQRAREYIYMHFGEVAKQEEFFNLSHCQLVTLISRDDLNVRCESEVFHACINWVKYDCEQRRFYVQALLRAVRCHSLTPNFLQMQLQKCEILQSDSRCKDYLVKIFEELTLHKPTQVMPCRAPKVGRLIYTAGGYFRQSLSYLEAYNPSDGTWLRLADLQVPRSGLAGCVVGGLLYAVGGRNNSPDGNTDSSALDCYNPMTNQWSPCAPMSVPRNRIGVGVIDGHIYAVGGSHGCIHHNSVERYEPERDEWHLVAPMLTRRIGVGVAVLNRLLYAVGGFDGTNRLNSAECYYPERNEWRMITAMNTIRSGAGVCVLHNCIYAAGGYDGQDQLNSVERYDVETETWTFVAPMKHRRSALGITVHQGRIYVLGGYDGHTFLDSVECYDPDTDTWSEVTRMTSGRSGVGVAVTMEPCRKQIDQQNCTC
C-LANA FP – inhibitors of KSHV C-LANA binding to DNA, primary screen, biochemical, fluorescence polarization, FAM-LBS DNA, MBP-C-LANA, single point | Kaposi's sarcoma herpesvirus LANA C-terminal domain (residues 932-1162) DNA binding | inhibition, % at 9 µM | actives 0.078% (n = 340,000);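 active = highest replicate inhibition at or above 60% at 9 µM, even if other replicates fall short; inactive = all replicates below 60% inhibition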;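 also: 0% = neutral control wells and 100% = 4 µM acridine orange control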
* marks the source's active call; other numbers are inactive results; ? = inconclusive; / = no result given.

SMILES	NSD2 HMT inh	PfHsp90 set2	dFosB activator	CDK5 inh	Rtt109 Vps75	Mot1-301 SUMO	RTF Ca sens inh	RTF Ca sens act	PvdQ acylase	Keap1-Nrf2 PPI	C-LANA FP
Nc1cc(=O)[nH]c(SCCSc2ccccc2)n1	-2	-3	-6	-0.8	5	7	-3	-4	-9	-2	-0.7
CCC(c1nnnn1CS(=O)(=O)c1ccc(C)cc1)N1CCC(C(N)=O)CC1 (stereo not given)	-8	16	-2	0.9	14	-9	-2	-4	4	-2	-0.5
COc1ccc(CNCc2cccc(C)c2)cc1	2	-29	-3	-2.3	-4	3	-1	-6	1	0	0.0
COc1ccc(-c2cn3c(C)c(C(=O)Nc4cc(NC(C)=O)ccc4OC)sc3n2)cc1	7	2	-12	0.5	-2	4	-29	3	-8	-3	-0.5
CCCCC(=O)NCCc1cc2c(C)ccc(C)c2[nH]c1=O	/	5	-6	0.2	7	-4	-1	9	2	-8	-0.4
Cn1c(Cn2c(=O)sc3ccccc32)nnc1SCC(=O)N1CCCc2ccccc21	/	8	-6	0.8	-12	54	-7	-5	-11	-5	0.0
CSc1ccccc1OCc1cc(C(=O)N(C)C2CCCc3ccccc32)no1 (stereo not given)	/	-13	-10	0.0	5	11	-6	4	-7	0	-0.4
COc1ccc(CCNC(=O)C(C)SCC(=O)Nc2ccc(F)cc2)cc1 (stereo not given)	2	37	-3	-1.1	0	-8	-10	0	-15	-2	-4.4
COc1cccc(C(=O)NN2C(=O)C3C4C=CC(O4)C3C2=O)c1 (stereo not given)	1	5	-3	-0.4	9	-8	-9	1	1	-2	-0.5
CC(C)n1cc(CN2CCC(n3nccc3NC(=O)Cc3ccccc3)CC2)cn1	/	2	-10	-0.5	3	-13	-9	-4	-4	5	1.1
COc1cccc(N2CN(C3CCCCC3)CNC2=S)c1	0	-8	-3	-2.2	-8	-11	1	-2	-9	0	-0.8
O=C(NCc1ccc2[nH]c3c(c2c1)CCCC3)c1ccc(S(=O)(=O)N2CCCCC2)cc1	/	-12	-7	-0.5	9	197	-5	0	1	0	-0.5
COCCNC(=O)CN1C(=O)CC(C)(C)S(=O)(=O)c2ccccc21	/	/	-3	0.6	-7	2	1	-2	-2	5	1.6
CCN1CCSc2ccc(C(=O)Nc3ccc(NC(C)=O)cc3)cc21	2	/	-2	0.6	-7	-9	4	-6	5	1	1.7
COc1cccc(C(=O)COC(=O)C(C)N2C(=O)C3C4C=CC(C4)C3C2=O)c1 (stereo not given)	5	15	-1	-0.2	1	3	-1	4	-11	4	-1.1
O=C(O)c1ccc2c(c1)C(=O)N(c1nccs1)C2=O	/	-5	-4	1.0	0	19	-3	1	-10	-4	-6.2
CCOC(=O)c1cn(Cc2ccccc2)c(C(=O)OC(C)(C)C)c1O	/	/	0	-0.3	-1	-11	-15	-9	1	3	-0.2
O=C(CN1CCCCCC1)NCc1ccccc1	1	-2	-12	-1.5	-7	-4	-14	8	-5	1	-0.4
O=[N+]([O-])c1cnc2ccccc2c1	-2	-10	2	1.8	12	3	2	-3	10	-10	-0.9
Cc1ccc(C2=NN(C(=O)CCC(=O)O)C(c3cn(-c4ccccc4)nc3-c3ccc(C)cc3)C2)cc1 (stereo not given)	1	-26	-11	-0.1	5	-5	6	-4	-4	-1	0.3

Sorted by the number under NSD2 HMT inh (falling): 3 from the list above
| structure | NSD2 HMT inh |
| --- | --- |
| CCN1CCSc2ccc(C(=O)Nc3ccc(NC(C)=O)cc3)cc21 | 2 |
| O=C(CN1CCCCCC1)NCc1ccccc1 | 1 |
| O=[N+]([O-])c1cnc2ccccc2c1 | -2 |

Other structures follow:
SMILES	NSD2 HMT inh	PfHsp90 set2	dFosB activator	CDK5 inh	Rtt109 Vps75	Mot1-301 SUMO	RTF Ca sens inh	RTF Ca sens act	PvdQ acylase	Keap1-Nrf2 PPI	C-LANA FP
Cc1nnc(SCC(=O)N2CCCCCC2)n(N)c1=O	-2	/	-3	2.0	5	18	-11	2	12	-5	-1.5
CC(C)C[C@H](NC(=O)c1nc[nH]c1C(=O)NCc1ccccc1)C(=O)OCc1ccccc1	/	-1	0	0.7	6	-14	-9	-16	9	-7	1.7
O=C(Nc1ccc(N2CCCC2)c(Cl)c1)c1ccccc1[N+](=O)[O-]	3	-10	1	-0.6	-7	3	-9	2	-15	-2	1.6
CCOC(=O)Nc1cc2c(c(N)n1)N=C(c1ccccc1)CN2	1	-24	-2	-0.8	3	/	-5	4	-9	-1	-1.4
COc1ccccc1NC(=O)N1CCC(c2nc3ccccc3o2)CC1	1	-6	-1	-0.4	5	13	-6	3	-1	0	0.2
COc1ccc(-n2nnnc2SCC(=O)Nc2cccc(NC(C)=O)c2)cc1OC	-2	17	-21	-0.3	-7	-21	-12	0	-13	-3	-0.5
Nn1c(SCc2ccccc2)nnc1-c1ccccn1	3	-1	1	2.0	-10	115	-3	0	-4	2	-0.2
COc1ccc(CN2CCNC(=O)C2CC(=O)NCc2ccc(C)s2)c(OC)c1 (stereo not given)	3	4	-16	-0.8	0	12	0	-2	-4	-3	-1.0
COc1ccc(/C=C/C(=O)NCC2COc3ccccc3O2)cc1OC (stereo not given)	0	-6	-9	0.3	-2	-2	1	-6	7	-3	-0.1
Cn1c(C(=O)N[C@@H](C(=O)O)c2ccccc2)cc2cc(F)ccc21	4	-8	-4	-0.4	/	3	-1	1	-13	-3	-0.8
Cc1[nH]c2ccccc2c1/C=N/Nc1ccc([N+](=O)[O-])cc1	5	30	?	2.8	-1	205	-6	12	-7	-5	-2.8
Cc1ccc(C(C)C)c(Oc2cnccn2)c1	2	28	-10	0.3	1	17	-12	-2	-12	-4	0.7
CN=C(Nc1ccc(Cl)cc1)c1cccc(C(F)(F)F)c1	0	10	1	1.1	7	36	-6	-2	6	8	1.5
CCOc1cccc(CNCc2ccncc2)c1	0	6	-2	3.0	6	-9	1	1	0	2	-1.3
CCCCCc1ccc(CC(=O)Nn2c(C)nc3ccccc3c2=O)cc1	-3	-7	-12	-1.5	43	14	1	-13	5	-1	-0.9
Cc1c(C(=O)OC(C)C(=O)N(C)Cc2ccccc2)oc2ccccc12 (stereo not given)	-3	-4	-20	-1.1	5	11	-6	5	-6	-3	-1.6
CCC(=O)NC(c1cccc([N+](=O)[O-])c1)c1c(O)ccc2ccccc12 (stereo not given)	-7	12	-2	-0.5	18	-12	/	/	6	-7	1.4
O=C(c1ccc([N+](=O)[O-])cc1)N1CCN(c2ncccn2)CC1	-1	-12	-3	0.8	-6	-6	3	-4	-7	1	-0.3
CCn1cc(C(=O)N2CCN(c3ccc(C(C)=O)cc3)CC2)c2cc(OC)c(OC)cc2c1=O	-3	/	-6	1.8	27	19	0	0	4	2	-1.1
CC(O)Cn1cnc2c1c(=O)n(C)c(=O)n2C (stereo not given)	/	0	-2	0.3	9	-14	1	3	-11	-1	1.6

Structures above that have two or more sulfur atoms, in the order listed:
SMILES	NSD2 HMT inh	PfHsp90 set2	dFosB activator	CDK5 inh	Rtt109 Vps75	Mot1-301 SUMO	RTF Ca sens inh	RTF Ca sens act	PvdQ acylase	Keap1-Nrf2 PPI	C-LANA FP
Nc1cc(=O)[nH]c(SCCSc2ccccc2)n1	-2	-3	-6	-0.8	5	7	-3	-4	-9	-2	-0.7
Cn1c(Cn2c(=O)sc3ccccc32)nnc1SCC(=O)N1CCCc2ccccc21	/	8	-6	0.8	-12	54	-7	-5	-11	-5	0.0

(further entries)
SMILES	NSD2 HMT inh	PfHsp90 set2	dFosB activator	CDK5 inh	Rtt109 Vps75	Mot1-301 SUMO	RTF Ca sens inh	RTF Ca sens act	PvdQ acylase	Keap1-Nrf2 PPI	C-LANA FP
COc1ccc(C(C)(C)C)cc1S(=O)(=O)N1CCN(C)CC1	1	/	-1	0.1	5	-3	2	1	6	1	-0.7
CCCCC(=O)OCC(=O)Nc1ccc(OC(F)F)cc1	-2	11	-4	0.4	/	-15	-1	3	-5	-1	0.0
COc1nc(-c2cnccn2)sc1C	-6	11	2	0.7	14	6	-4	2	7	-1	1.0
CCC1CCCCN1C(=O)COc1ccc(S(=O)(=O)N2CCOCC2)cc1Cl (stereo not given)	-2	1	-4	-1.2	2	-5	3	-1	-12	-5	-0.2
Cc1sc2nc(SCC(=O)c3cccs3)n(Cc3ccco3)c(=O)c2c1C	0	10	-3	1.7	-4	73	-3	8	-4	-5	0.0
Cc1ccn2c(NCc3ccccc3)c(-c3cccc(SC4CCCCC4)c3)nc2c1	-3	4	0	-3.1	3	16	0	1	-34	-6	2.5
Cn1ccnc1COc1ccc(C=O)cc1	0	-1	3	-0.6	1	-5	-5	0	-13	0	2.9
Cc1c(N=C2SCC(=O)N2c2c(C)n(C)n(-c3ccccc3)c2=O)c(=O)n(-c2ccccc2)n1C	15	6	-6	-2.2	30	-6	-12	0	6	1	0.0
CCOC(=O)c1ccc(S(=O)(=O)NCCN(CC)CC)cc1	2	/	6	0.5	6	15	-2	5	5	0	0.3

Two neighbouring entries already listed:
SMILES	NSD2 HMT inh	PfHsp90 set2	dFosB activator	CDK5 inh	Rtt109 Vps75	Mot1-301 SUMO	RTF Ca sens inh	RTF Ca sens act	PvdQ acylase	Keap1-Nrf2 PPI	C-LANA FP
Nn1c(SCc2ccccc2)nnc1-c1ccccn1	3	-1	1	2.0	-10	115	-3	0	-4	2	-0.2
COc1ccc(CN2CCNC(=O)C2CC(=O)NCc2ccc(C)s2)c(OC)c1 (stereo not given)	3	4	-16	-0.8	0	12	0	-2	-4	-3	-1.0

This is a random part of the collection; about 3.2% have a hit in one of these screens.
